GC-A act – GC-A (human) enzyme activation | P16066 | HEK293 GC-A cells, cGMP TR-FRET, EC30 ANP; 0% at EC30 ANP, 100% saturating ANP | activation, % at 10 µM | hit rate 0.14% among 370,000 | AID 1671463; in the data active means activation above about 40%
ADAM10 inh – inhibits human ADAM10 | AID 720582 | O14672 | recombinant ADAM10, EDANS/DABCYL FRET peptide cleavage, 3 h | inhibition, % at 7 µM | hit rate 0.62% among 370,000;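 active means inhibition above a per-campaign cutoff equal to the mean of compounds falling between control-based bounds plus 3 SD, cut at about 20% in these data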;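 further: 0% = DMSO wells while the 100% control is not disclosed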
Target sequence (O14672 214-748 limits assumed): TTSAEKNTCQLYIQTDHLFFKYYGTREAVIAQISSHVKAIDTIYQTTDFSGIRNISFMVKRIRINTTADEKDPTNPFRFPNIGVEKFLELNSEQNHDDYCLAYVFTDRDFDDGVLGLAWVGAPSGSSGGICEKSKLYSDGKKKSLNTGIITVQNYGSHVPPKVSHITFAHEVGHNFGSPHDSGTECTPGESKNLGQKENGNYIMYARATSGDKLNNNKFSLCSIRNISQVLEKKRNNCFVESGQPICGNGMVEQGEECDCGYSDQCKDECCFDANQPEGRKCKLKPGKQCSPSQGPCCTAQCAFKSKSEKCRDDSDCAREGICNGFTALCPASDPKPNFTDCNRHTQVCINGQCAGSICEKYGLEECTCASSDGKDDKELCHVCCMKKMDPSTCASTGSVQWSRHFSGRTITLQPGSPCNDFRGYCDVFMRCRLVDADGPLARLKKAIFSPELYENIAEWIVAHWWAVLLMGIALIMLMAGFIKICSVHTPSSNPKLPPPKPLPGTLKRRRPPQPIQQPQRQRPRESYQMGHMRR
GAA850 FXN act – frataxin GAA850 promoter activation. HEK293 lucGAA850 FXN promoter luciferase reporter, 24 h; percent of 10 µM SAHA response. activation, % at 6 µM. hit rate 0.56% among 360,000. AID 540364;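 active means activation above the average of all compounds screened plus 3 SD, cutoff fixed separately per campaign, cut at about 7.5% in these data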;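 further: 0% = DMSO wells and 100% = 10 µM SAHA wells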
DAX1 inh-1 – NR0B1 (DAX1) inhibition. P51843. HEK293 Gal4-DAX1 luciferase reporter, luminescence. inhibition, % at 6.75 µM. hit rate 0.99% among 340,000. AID 504766;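 active means inhibition above the mean over all tested compounds plus 3 SD, cut at about 4.2% in these data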;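 further: 0% = DAX1-transfected cells with DMSO and 100% = empty-vector control cells with DMSO; inhibition shows as a rise in luminescence from relieved DAX1 repression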
hgDAF-12 ag – agonists of H. glycines DAF-12 nuclear receptor; HEK293 GAL4-hgDAF12 UAS-luciferase reporter, agonist luminescence; normalized to butyrate control; activation, % at 6.8 µM; hit rate 1.8% among 370,000; AID 687014;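 active means activation above a cutoff set at the mean of all screened compounds plus 3 SD, cut at about 10% in these data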;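 further: 0% = DMSO wells and 100% = sodium butyrate wells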
hcDAF12 agonist – activates DAF-12 receptor from parasite H. contortus. HEK293 hcDAF-12 lit1-tk-luc reporter, luminescence; 0% DMSO, 100% Δ7-dafachronic acid. hit rate 1.4% among 370,000. activation, % at 6.8 µM;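 active means activation above the mean of all tested compounds plus 3 SD, cut at about 5.5% in these data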;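 further: 100% = response to 3 µM Δ7-dafachronic acid high control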
SMARCA2 activ – increases SMARCA2 function in MMTV reporter cells; MG213 cells, MMTV-luciferase reporter, dexamethasone, overnight; hit rate 1% among 370,000; activation, % at 9.1 µM; in the data active means activation above about 7.8%;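 further: 0% = vehicle wells and 100% = reference activator wells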
ssDAF12 agonist – activators of S. stercoralis DAF-12 nuclear receptor | HEK293 ssDAF-12/GRIP1 lit1-tk-luc reporter, luminescence; % of 3 µM dafachronic acid response | activation, % at 6.8 µM | hit rate 1% among 370,000 | AID 652126;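 active means activation above the mean over all tested compounds plus 3 SD, cut at about 0.9% in these data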;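 further: 0% = DMSO-only wells and 100% = 3 µM delta7-dafachronic acid wells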
DAX1 inh-2 – blocks DAX1 repression of SF-1 activated StAR promoter. HEK293T StAR-luciferase reporter, SF-1/DAX-1 repression relief. inhibition, % at 6.8 µM. hit rate 1.1% among 370,000. AID 652010;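 active means inhibition above the mean over all tested compounds plus 3 SD, cut at about 3.6% in these data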;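 further: 0% = DAX-1 cells with DMSO and 100% = cells lacking DAX-1 with DMSO; higher inhibition means more luminescence from relief of DAX-1 repression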
ADAM17 inh – ADAM17 inhibition, QFRET primary screen | P78536 | recombinant ADAM17, EDANS/DABCYL FRET peptide cleavage | inhibition, % at 6.95 µM | hit rate 0.83% among 370,000 | AID 720648;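 active means inhibition above the mean of compounds lying between control limits plus 3 SD, set per campaign, cut at about 8.5% in these data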;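 further: 0% = DMSO-only wells as the low control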
Target sequence (P78536 215-824 limits assumed): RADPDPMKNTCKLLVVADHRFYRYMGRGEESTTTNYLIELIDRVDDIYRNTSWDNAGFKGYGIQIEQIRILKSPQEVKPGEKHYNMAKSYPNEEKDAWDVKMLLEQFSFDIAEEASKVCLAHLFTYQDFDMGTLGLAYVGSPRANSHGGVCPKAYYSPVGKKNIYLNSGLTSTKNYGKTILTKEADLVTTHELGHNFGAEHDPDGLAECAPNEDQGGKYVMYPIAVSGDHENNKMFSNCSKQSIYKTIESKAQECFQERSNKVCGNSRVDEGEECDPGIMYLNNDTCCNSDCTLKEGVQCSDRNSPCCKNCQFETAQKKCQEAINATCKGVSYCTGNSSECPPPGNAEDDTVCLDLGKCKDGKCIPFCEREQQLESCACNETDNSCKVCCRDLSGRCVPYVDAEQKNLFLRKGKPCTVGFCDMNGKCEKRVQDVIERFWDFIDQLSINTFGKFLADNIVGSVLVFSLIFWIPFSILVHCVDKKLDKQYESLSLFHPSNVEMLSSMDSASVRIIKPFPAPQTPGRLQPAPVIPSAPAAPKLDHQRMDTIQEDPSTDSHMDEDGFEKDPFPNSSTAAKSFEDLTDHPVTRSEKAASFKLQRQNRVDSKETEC
PG9 binder – PG9 antibody binding by small molecule. TR-FRET gp120-PG9 antibody binding. inhibition, % at 6.7 µM. hit rate 0.43% among 360,000. AID 624416; in the data active means inhibition above about 8.5%
Starred values were filed as active, the others as inactive; / = no result given.

SMILES | GC-A act | ADAM10 inh | GAA850 FXN act | DAX1 inh-1 | hgDAF-12 ag | hcDAF12 agonist | SMARCA2 activ | ssDAF12 agonist | DAX1 inh-2 | ADAM17 inh | PG9 binder
CC(C)Cn1cc(C(=O)NCc2cccs2)c2c3ccccc3n(C)c2c1=O | -15 | -41 | -4.4 | -0.9 | 1.0 | 1.3 | -1 | -0.7 | -0.6 | -14 | 2.3
CC(=O)Nc1cc(-c2cccc(C(=O)NCCN(C)C)c2)cn2c(-c3ccc(C(C)=O)cc3)cnc12 | -3 | -30 | 3.1 | / | 1.4 | 0.4 | -3 | -1.5 | 0.3 | -10 | 1.5
O=C(CN(C(=O)c1csnn1)c1cccc(F)c1)NC1CCCC1 | -1 | -5 | 1.1 | -0.7 | -3.1 | -1.1 | -1 | -1.3 | 0.3 | -2 | 0.0
Cc1ccc(S(=O)(=O)c2nc(Nc3ccccc3)sc2Cl)cc1 | 2 | 18 | -0.6 | -2.2 | -2.2 | -3.3 | -4 | -1.0 | -1.6 | 7 | -1.5
c1ccc(-n2nnnc2-n2nnc3ccccc32)cc1 | -3 | -4 | -1.5 | -0.4 | -2.6 | -2.0 | 1 | -1.6 | -1.6 | -3 | 0.3
CC(C)C[C@H]1CNC(=S)N1C[C@H]1CCCN1C[C@H](Cc1ccc(O)cc1)N1C[C@H](Cc2ccccc2)N(CC2CCCCC2)C1=S | 1 | -6 | / | / | -0.6 | 0.7 | 0 | -1.4 | -1.1 | -4 | 0.3
Cc1noc(C)c1-c1nc(CS(=O)(=O)c2ccc(F)cc2)no1 | -2 | -1 | -1.1 | / | 0.1 | -0.3 | 0 | -1.0 | 0.1 | -2 | -0.6
CC(C)(C)C(=O)/C(C#N)=C/c1cccs1 | 0 | 1 | 0.3 | 1.7 | 1.0 | -1.6 | -2 | -0.3 | -0.3 | 1 | 2.2
COc1ccc(OC)c(C(=O)NC(CC(N)=O)c2ccc(N3CCC(N4CCCC4)CC3)c([N+](=O)[O-])c2)c1 (configuration not stated) | 3 | -13 | 1.1 | -0.6 | -0.6 | -0.9 | 0 | -1.1 | 0.5 | -6 | -1.2
CC(C)CCN(C(=O)c1ccccn1)c1c(N)n(Cc2ccccc2)c(=O)[nH]c1=O | 4 | -14 | -1.3 | -0.4 | 0.5 | 1.1 | 8.3* | -1.2 | 0.4 | -7 | -2.4
COc1ccc(S(=O)(=O)N2CCc3ccccc32)cc1C(=O)OCc1c(C)noc1C | 1 | -2 | 2.7 | 0.2 | -3.7 | -3.5 | -5 | -1.1 | -0.8 | 0 | -1.6
CC(=O)Nc1ccc(-c2csc(N/N=C\c3ccncc3)n2)cc1 | -5 | -9 | -0.9 | / | 0.6 | -1.2 | -4 | -1.4 | -0.8 | -3 | -3.9
O=C(OC1CCOC1=O)c1ccc(Cl)c(S(=O)(=O)N2CCOCC2)c1 (configuration not stated) | 1 | -3 | -0.5 | 0.7 | -4.1 | -1.5 | 2 | -1.2 | -0.3 | 0 | 0.0
O=C(CS(=O)CC(=O)N(CC(=O)NC1CCCC1)c1ccccc1F)Nc1ccc(F)cc1 (configuration not stated) | 5 | 11 | 2.1 | 1.5 | -3.1 | -0.7 | -5 | -1.0 | 0.6 | 0 | -2.0
CN(C)NC(=O)c1ccsc1NC(=O)c1ccc(S(=O)(=O)N(C)C)cc1 | 2 | -11 | -0.1 | -0.6 | -0.8 | -2.9 | -3 | -1.6 | -1.9 | 6 | -0.6
CC(C)CCN1CCN(Cc2cccs2)CC1CCO (configuration not stated) | -1 | 4 | -0.2 | -1.1 | 2.5 | 0.9 | 1 | -1.3 | 1.5 | -4 | -0.8
Cc1ccc(/C=C/S(=O)(=O)NCC(=O)OCC(=O)N2CC(=O)Nc3ccccc32)cc1 | 8 | -11 | 0.8 | -1.2 | -5.0 | 0.0 | -4 | -1.8 | -0.1 | -1 | 0.8
O=c1c2cc(NC(=S)N3CCCCC3)ccc2nc2n1CCCCC2 | -1 | -167 | 2.9 | 0.0 | 5.3 | 0.2 | -3 | 1.1* | -0.5 | -72 | 0.3
CC(C)C(NS(=O)(=O)c1cccc2nsnc12)C(=O)NCc1ccco1 (configuration not stated) | 2 | -3 | 1.9 | -0.4 | 0.9 | 0.4 | -1 | -1.3 | 0.7 | -4 | 0.4
COc1cc(/C=N/NC(=O)CNC(=O)c2cccs2)ccc1O | 2 | -11 | 1.2 | -0.1 | 2.1 | 4.1 | -4 | -1.1 | -0.2 | -7 | 0.7
O=C1CC2(CCN(C(=O)c3ccc(F)cc3)CC2)Oc2ccccc21 | 1 | -100 | -1.1 | -1.1 | -0.9 | -0.3 | -1 | -1.0 | -0.6 | -32 | 0.8
O=C(/C=C/[C@H]1O[C@@H](n2ccc(=O)[nH]c2=O)[C@H](O)[C@@H]1O)NCc1ccccn1 | 0 | -12 | / | / | -2.4 | -0.1 | -4 | -0.7 | 0.7 | -2 | -1.5
Cc1cc2[nH]c(=O)c(=O)[nH]c2cc1S(=O)(=O)N1CCN(c2cccc(C)c2C)CC1 | -5 | -12 | 1.9 | 3.2 | 3.0 | -1.4 | 1 | -0.9 | -0.8 | -2 | 5.0
CCC1(c2ccccc2)NC(=O)N(C)C1=O (configuration not stated) | 5 | -16 | -0.4 | -0.2 | -2.8 | -0.2 | -1 | 0.1 | -0.2 | -6 | 0.6
O=C1CC(C(=O)N2CCC(N3CCC(C(=O)NC4CC4)CC3)CC2)c2ccccc21 (configuration not stated) | -2 | -2 | 1.4 | 2.0 | 1.1 | 3.2 | 2 | -0.7 | -0.1 | -6 | -0.9
OC(CNc1nc(-c2cccnc2)nc2ccccc12)c1ccccc1 (configuration not stated) | 5 | 5 | -1.4 | 0.8 | -0.5 | -0.4 | 0 | -1.4 | -0.8 | 1 | 0.9
CCCCNC(=O)c1ccccc1NC(=O)CN(c1ccccc1)S(=O)(=O)N(C)C | 0 | -5 | 1.3 | -0.3 | -3.1 | -1.0 | 0 | -1.2 | -0.7 | -3 | -0.4
CN(CC(=O)Nc1cccc(Cl)c1)C1=NS(=O)(=O)c2ccccc21 | 0 | -1 | -2.4 | -0.3 | -2.8 | -0.2 | 2 | -0.8 | -0.6 | 0 | 0.1
CC(NC(=O)CNC(=O)C1CCCCC1)c1ccc(S(N)(=O)=O)cc1 (configuration not stated) | -2 | 2 | 0.6 | -1.4 | 1.0 | -2.3 | 2 | -0.8 | 0.0 | -1 | -1.3
O=c1[nH][nH]c2c1[C@H](CCc1cccc(Cl)c1)O[C@H](C1CCCC1)C2 | 0 | 9 | / | / | -3.3 | -2.5 | -3 | -0.6 | 1.1 | 3 | -0.5
CCc1nn(C(C)C(=O)N2CC(C)CC(C)C2)c(=O)c2cc3occc3n12 (configuration not stated) | -6 | 5 | 0.4 | 0.3 | 0.4 | -1.0 | -2 | -0.9 | 0.7 | -4 | 0.9
COc1cccc(OC)c1-c1nnc(-c2cn(C)c3ccccc23)o1 | -3 | -84 | -1.2 | -0.5 | -2.6 | -2.9 | 3 | -0.9 | 0.8 | -25 | 1.9
COc1ccc(OC)c2[nH]c(=O)c(CCNC(=O)c3ccc(S(=O)(=O)N4CCCCC4)cc3)cc12 | 4 | -4 | 1.4 | 1.7 | 0.5 | -0.9 | 0 | -0.7 | -0.7 | -4 | -0.6
CCN(CC)S(=O)(=O)c1cccc(C(=O)NC2CCCCC2)c1 | 4 | 6 | 1.1 | -1.1 | 5.1 | 0.7 | 0 | -1.6 | -0.1 | -2 | -0.5
O=C(NCc1cccs1)c1ccc2c(c1)ncn2C1CCCC1 | 1 | 1 | -1.2 | 0.0 | 1.6 | -0.7 | 4 | -1.3 | 0.3 | -1 | -0.5
C=CCn1c(SCC(=O)Nc2cccnc2Cl)nnc1-c1ccc(Cl)cc1 | -4 | -4 | -1.3 | -0.3 | -4.2 | -2.8 | -2 | -0.9 | -0.8 | -5 | -1.0
COc1ccc2[nH]c(C(=O)N3CCN(c4ccccc4F)CC3)c(C)c2c1 | -5 | -12 | 1.3 | 1.6 | -0.7 | -1.1 | 0 | -0.6 | 0.3 | -6 | 1.0
COc1cc(NS(=O)(=O)c2c(C)oc3c(F)c(F)c(F)c(F)c23)cc(OC)c1OC | 2 | -8 | -0.6 | 0.9 | -1.5 | 1.1 | -3 | -1.3 | -1.8 | -3 | 1.1
COc1cccc(CN(C)C(=O)[C@@H](Cc2ccccc2)NC(=O)[C@H]2O[C@@H](n3ccc(=O)[nH]c3=O)[C@H](O)[C@@H]2O)c1 | 2 | -2 | / | / | 0.8 | -0.3 | -1 | -1.2 | 0.0 | -3 | -1.0
COc1ccc(CCNC(=O)c2n[nH]c(=O)c3ccccc23)cc1 | 1 | -3 | 2.2 | -0.5 | 1.6 | -1.4 | -3 | -1.1 | 0.1 | -1 | 1.5

Fetched by structure from the list above (2):
SMILES | GC-A act | ADAM10 inh | GAA850 FXN act | DAX1 inh-1 | hgDAF-12 ag | hcDAF12 agonist | SMARCA2 activ | ssDAF12 agonist | DAX1 inh-2 | ADAM17 inh | PG9 binder
COc1ccc(OC)c(C(=O)NC(CC(N)=O)c2ccc(N3CCC(N4CCCC4)CC3)c([N+](=O)[O-])c2)c1 (configuration not stated) | 3 | -13 | 1.1 | -0.6 | -0.6 | -0.9 | 0 | -1.1 | 0.5 | -6 | -1.2
CCc1nn(C(C)C(=O)N2CC(C)CC(C)C2)c(=O)c2cc3occc3n12 (configuration not stated) | -6 | 5 | 0.4 | 0.3 | 0.4 | -1.0 | -2 | -0.9 | 0.7 | -4 | 0.9

The list continues.
SMILES | GC-A act | ADAM10 inh | GAA850 FXN act | DAX1 inh-1 | hgDAF-12 ag | hcDAF12 agonist | SMARCA2 activ | ssDAF12 agonist | DAX1 inh-2 | ADAM17 inh | PG9 binder
Cc1cccc(NC(=S)N2CCN(S(C)(=O)=O)CC2)c1 | -1 | -5 | -2.9 | 1.3 | 0.1 | 0.3 | -2 | -0.1 | -0.5 | -1 | -1.4
CC(=O)Oc1ccc(C(=O)OCC(=O)c2c(N)n(C)c(=O)n(C)c2=O)cc1OC(C)=O | 4 | 0 | 2.1 | -0.2 | -2.2 | 3.1 | -1 | -0.1 | 0.7 | -6 | -1.1
NS(=O)(=O)c1cccc(NC(=O)COC(=O)Cc2n[nH]c(=O)c3ccccc23)c1 | -3 | -7 | 1.6 | 0.2 | 1.4 | 0.5 | -1 | -0.4 | 0.5 | -3 | -1.7
COC(=O)[C@@]1(Sc2ccc(C)cc2)CC(=O)N(C(=O)C2CC2)[C@@H]1c1ccccc1 | -2 | -3 | / | / | 3.1 | -1.4 | -1 | -0.8 | 0.0 | -2 | 0.8

An excerpt from above in order of their number in GC-A act, highest first.
mol	GC-A act	ADAM10 inh	DAX1 inh-1	hcDAF12 agonist	SMARCA2 activ	ssDAF12 agonist	DAX1 inh-2	ADAM17 inh	PG9 binder
CC(=O)Oc1ccc(C(=O)OCC(=O)c2c(N)n(C)c(=O)n(C)c2=O)cc1OC(C)=O	4	0	-0.2	3.1	-1	-0.1	0.7	-6	-1.1
COC(=O)[C@@]1(Sc2ccc(C)cc2)CC(=O)N(C(=O)C2CC2)[C@@H]1c1ccccc1	-2	-3	/	-1.4	-1	-0.8	0.0	-2	0.8
NS(=O)(=O)c1cccc(NC(=O)COC(=O)Cc2n[nH]c(=O)c3ccccc23)c1	-3	-7	0.2	0.5	-1	-0.4	0.5	-3	-1.7

Assay outcomes as filed in PubChem BioAssay.
